Assay outcomes (PubChem)
LMP1 NFkB inh – EBV LMP1-driven NF-kappaB luciferase reporter inhibitors, primary screen, cell-based, luminescence, single point. 350,000 compounds, 0.69% hits. LMP1-induced NF-kappaB luciferase reporter cells. inhibition, % at 12.5 µM. AID 504558, 2011; in the data active means inhibition above about 41%;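 further: 0% = neutral control wells and 100% = reference inhibitor control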
TROY NFkB inh – inhibitors of TROY-driven NF-kB signaling, primary screen, Q293 LMP1-TROYcd cells, NF-kB luciferase, uHTS; Q293 LMP1-TROYcd NF-kB luciferase reporter, 4 h; inhibition, % at 10 µM; 360,000 compounds, 0.98% hits;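 active means compounds whose plate-normalised and pattern-corrected inhibition of the luciferase reporter signal at the single screening dose is 50% or more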
Vif inh – HIV Vif self-association inhibitors, primary screen, imaging, HEK293T, single point | HEK293T cells, Vif self-association by quenched fluorescence, 24 h | inhibition, % at 7.49 µM | 340,000 compounds, 0.35% hits; in the data active means inhibition above about 50%, passing the limit was not always enough; further: some results filed as inactive read as strong as hits
NCOA3 inh – SRC3 coactivator transcriptional activity inhibitors, primary screen, cell-based, luminescence; HEK293 GAL4-SRC3 luciferase reporter; inhibition, % at 3.6 µM; 360,000 compounds, 0.17% hits; AID 588352, 2011;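 active means inhibition above a per-campaign cutoff, the mean of all compounds plus 3 SD, cut at about 60% in these data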;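 further: 0% = DMSO-treated cells and 100% = gossypol-treated cells at 36 µM; higher means less SRC3-driven luciferase light from the GAL4 reporter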
COUP-TFII inh – NR2F2 transcriptional activity inhibitors, primary screen, cell-based, luciferase reporter, HEK293T, luminescence; 370,000 compounds, 0.7% hits; HEK293T NGFI-A luciferase reporter; inhibition, % at 8.6 µM; COUP transcription factor 2 (Homo sapiens), P24468;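 active means inhibition above a per-plate cutoff, mean inhibition of test wells between control levels plus 3 SD, cut at about 38% in these data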;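 further: cells cotransfected with COUP-TFII expression vector driving the NGFI-A reporter; 0% = median of COUP-TF2 test wells and 100% = reporter-only cells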
Target sequence (P24468 whole entry, looked up): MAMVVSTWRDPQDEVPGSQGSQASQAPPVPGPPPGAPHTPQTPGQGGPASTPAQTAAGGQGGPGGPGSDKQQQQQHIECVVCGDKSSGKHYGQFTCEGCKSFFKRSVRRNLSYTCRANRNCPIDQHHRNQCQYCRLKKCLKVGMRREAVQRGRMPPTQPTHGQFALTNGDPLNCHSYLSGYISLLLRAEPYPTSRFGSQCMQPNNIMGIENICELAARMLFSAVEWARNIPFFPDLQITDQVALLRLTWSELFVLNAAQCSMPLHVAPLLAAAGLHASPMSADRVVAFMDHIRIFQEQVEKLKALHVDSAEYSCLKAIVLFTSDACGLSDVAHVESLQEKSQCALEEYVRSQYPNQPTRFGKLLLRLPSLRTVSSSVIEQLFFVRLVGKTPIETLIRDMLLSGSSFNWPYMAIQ
SRC1 inh – SRC1 coactivator transcriptional activity inhibitors, primary screen, cell-based, luminescence | Nuclear receptor coactivator 1 (Homo sapiens), Q15788 | HEK293 GAL4-SRC1 luciferase reporter | inhibition, % at 3.6 µM | 360,000 compounds, 0.12% hits;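 active means inhibition above the campaign mean plus 3 SD, with each screening campaign given its own cutoff, cut at about 60% in these data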;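 further: 0% = DMSO treated cells and 100% = gossypol at 36 µM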
NR5A2 inv ag – LRH-1 (NR5A2) inverse agonists, primary screen, cell-based, luminescence, HEK293T, StAR-luciferase reporter; Nuclear receptor subfamily 5 group A member 2 (Homo sapiens), O00482; AID 602396, 2012; LRH-1 transfected, 24 h; inhibition, % at 3.6 µM; 360,000 compounds, 0.13% hits;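 active means inhibition above the mean inhibition of all tested compounds plus 3 SD, cut at about 73% in these data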;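 further: 0% = DMSO wells and 100% = reporter-only cells lacking LRH-1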
C8 TRAIL sens – viability loss with TRAIL in NB7+C8 cells, primary screen, TRAIL sensitizer project, cell-based, ATPlite luminescence; AID 624354, 2012; inhibition (viability loss, TRAIL sensitization), % at 10 µM; 360,000 compounds, 1% hits;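 active means compounds causing at least 50% loss of cell viability in the single-dose screen, relative to plate controls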
NOD2 RIPK2 PPI – NOD2-RIPK2 binding disruptors in cells, primary screen, fluorescence, CHO cells, BLA complementation; 360,000 compounds, 0.38% hits; inhibition, % at 4.98 µM; CCF4 ratio; in the data active means inhibition above about 21%;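 further: 0% = vehicle only and 100% = reference blocker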
Target sequence (O43353 whole entry, looked up): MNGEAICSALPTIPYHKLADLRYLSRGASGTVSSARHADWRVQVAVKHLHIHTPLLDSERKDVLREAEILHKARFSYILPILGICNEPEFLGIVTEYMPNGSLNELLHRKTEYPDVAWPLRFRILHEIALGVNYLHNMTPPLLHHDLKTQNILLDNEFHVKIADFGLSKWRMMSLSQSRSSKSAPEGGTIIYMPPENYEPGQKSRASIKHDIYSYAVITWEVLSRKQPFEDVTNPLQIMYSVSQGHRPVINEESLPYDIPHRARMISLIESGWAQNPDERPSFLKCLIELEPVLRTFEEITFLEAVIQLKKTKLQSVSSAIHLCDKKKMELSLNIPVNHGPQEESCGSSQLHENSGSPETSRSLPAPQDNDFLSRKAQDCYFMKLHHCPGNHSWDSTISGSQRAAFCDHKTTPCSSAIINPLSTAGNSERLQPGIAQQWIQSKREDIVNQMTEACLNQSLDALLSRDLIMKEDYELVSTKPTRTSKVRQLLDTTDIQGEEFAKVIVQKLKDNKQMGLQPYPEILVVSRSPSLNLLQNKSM
SRC2 inh – inhibition of GAL4-SRC2 driven luciferase reporter, primary screen, SRC2 inhibitor project, cell-based, luminescence | 370,000 compounds, 0.17% hits | AID 651957, 2012 | inhibition, % at 9 µM | HEK293 GAL4-SRC2 luciferase reporter | Nuclear receptor coactivator 2 (Homo sapiens), Q15596;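 active means inhibition above the mean inhibition of all tested compounds plus 3 SD, set per campaign, cut at about 52% in these data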;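 further: 0% = DMSO treated cells and 100% = cells given Gossypol at 36 µM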
TLR9-MyD88 inh – inhibitors of TLR9-MyD88 association in cells, primary screen, cell-based, CHO, BLA complementation, fluorescence; CCF4 FRET ratio; inhibition, % at 4.98 µM; 340,000 compounds, 0.21% hits; AID 504734, 2011;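 active means inhibition above the mean over all tested compounds plus 3 SD, cut at about 21% in these data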;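 further: 0% = DMSO only wells and 100% = clavulanate BLA inhibitor control wells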
Numbers without * were called inactive; . = no result given. This is a subset, so the mix of outcomes need not match the whole.

SMILES	LMP1 NFkB inh	TROY NFkB inh	Vif inh	NCOA3 inh	COUP-TFII inh	SRC1 inh	NR5A2 inv ag	C8 TRAIL sens	NOD2 RIPK2 PPI	SRC2 inh	TLR9-MyD88 inh
CSc1nc2ncc3c(n2n1)CC(C)(C)CC3=O	2	-15	1	-11	-22	-7	0	-3	-5	-11	.
CCCc1cc(=O)oc2cc(OCC(=O)N3CCc4ccccc43)ccc12	-3	1	20	-7	18	6	-11	3	-3	-22	-10
COC(=O)CNC(=O)CNC(=O)c1nn(-c2ccc(OC)c(OC)c2)c(=O)c2ccccc12	5	-18	5	-10	6	10	-2	19	2	-24	5
O=C(NCc1ccco1)c1nc(-c2ccccc2)n(-c2ccccc2)n1	38	-29	-23	-9	-13	12	4	-6	-8	-2	6
Oc1cccc(/C=N/N2CCN(C3c4ccccc4-c4ccccc43)CC2)c1	-3	-2	5	10	2	2	-9	-6	-6	-15	-1
COc1ccc(C(CC(=O)O)NC(=O)c2ccco2)cc1OC (centres undefined)	-10	9	1	-2	4	-25	12	-5	-9	-21	-12
CCCc1cc(=O)[nH]c(SCc2ccccc2)n1	-9	-12	.	9	4	0	-2	-16	6	4	7
Cc1nn(C)cc1/C=N/NC(=O)C1(O)c2ccccc2-c2ccccc21	0	-6	-1	12	-4	-12	-6	-7	7	-3	7
Cc1ccc(CCNS(=O)(=O)c2ccc3c(c2)NC(=O)CCS3)cc1	7	8	5	3	0	-3	5	-17	-7	-11	2
O=S(=O)(NCCCCNS(=O)(=O)c1ccc(F)cc1)c1ccc(F)cc1	-2	-16	-4	13	10	-19	11	-7	-4	-14	-7
Cc1ccc(NC(=S)NNC(=S)NC2CCCCC2)cc1	-7	-23	-5	9	-19	0	-26	-6	-4	5	1
CCC(C)(C)n1c(=O)[nH]c2c(c1=O)CCC2	-4	4	-6	4	-5	7	3	7	5	7	-4
OC(COC(c1ccc(Cl)cc1)c1ccc(Cl)cc1)CN1CCN(c2ccccn2)CC1 (centres undefined)	4	24	-12	6	8	13	8	-3	3	-9	5
CN(C)c1cccc(CNC(=O)c2csc([C@@H]3O[C@H](CO)[C@H](O)[C@H](O)[C@H]3O)n2)c1	.	-12	13	-7	-15	-2	-9	-4	-1	-9	.
CC1(C(=O)N2CC3(CC(c4cccc([N+](=O)[O-])c4)=NO3)C[C@H]2C(=O)NCC(N)=O)CC1 (some centres undefined)	28	-6	-2	2	-4	-6	14	-21	5	-5	4
COc1cc(C2CC(=O)c3c([nH]c(C(=O)OCCOC(C)C)c3C)C2)cc(OC)c1OC (centres undefined)	17	41	-7	28	76*	21	42	29	-12	23	1
c1ccc(COc2ccc(-c3cc4nc(NCCN5CCOCC5)ccn4n3)cc2)cc1	.	44	-36	-46	27	-33	-20	49	2	16	.
Cc1ccc(S(=O)(=O)NCC(=O)N(CC2CCCO2)C(C(=O)NC2CCCCC2)C(C)C)cc1 (centres undefined)	6	11	1	-14	-5	-5	4	1	-4	-21	1
O=C(NNC(=O)c1ccccc1Br)c1ccncc1	3	-13	4	-19	-19	-37	-3	-2	1	6	0
CCN(CC)CCNC(=O)NC(=O)c1ccc(Cl)cc1	-5	-4	3	16	-9	-1	4	20	-11	10	0
COc1ccc(NC(=S)Nc2ccc(OC(F)F)cc2)cn1	7	-51	-6	18	3	11	-15	-5	1	10	-3
CCN(C)C1CN(Cc2cn(CCCOC)nn2)S(=O)(=O)C1 (centres undefined)	.	-5	.	.	8	.	11	0	-15	-3	.
O=C1CN(C(=O)CSc2nc3ccccc3c(=O)n2Cc2ccc(F)cc2)c2ccccc2N1	-4	8	4	6	18	2	-10	-6	15	-2	-2
CC(C)C(NC(=O)c1ccco1)C(=O)NCC(c1ccco1)N1CCCCC1 (centres undefined)	-7	-2	9	2	-12	-5	-13	-2	-2	-7	-1

14 entries out of the list, sorted by SMILES length, descending.
SMILES	LMP1 NFkB inh	TROY NFkB inh	Vif inh	NCOA3 inh	COUP-TFII inh	SRC1 inh	NR5A2 inv ag	C8 TRAIL sens	NOD2 RIPK2 PPI	SRC2 inh	TLR9-MyD88 inh
CN(C)c1cccc(CNC(=O)c2csc([C@@H]3O[C@H](CO)[C@H](O)[C@H](O)[C@H]3O)n2)c1	.	-12	13	-7	-15	-2	-9	-4	-1	-9	.
CC1(C(=O)N2CC3(CC(c4cccc([N+](=O)[O-])c4)=NO3)C[C@H]2C(=O)NCC(N)=O)CC1 (some centres undefined)	28	-6	-2	2	-4	-6	14	-21	5	-5	4
Cc1ccc(S(=O)(=O)NCC(=O)N(CC2CCCO2)C(C(=O)NC2CCCCC2)C(C)C)cc1 (centres undefined)	6	11	1	-14	-5	-5	4	1	-4	-21	1
COc1cc(C2CC(=O)c3c([nH]c(C(=O)OCCOC(C)C)c3C)C2)cc(OC)c1OC (centres undefined)	17	41	-7	28	76*	21	42	29	-12	23	1
O=C1CN(C(=O)CSc2nc3ccccc3c(=O)n2Cc2ccc(F)cc2)c2ccccc2N1	-4	8	4	6	18	2	-10	-6	15	-2	-2
OC(COC(c1ccc(Cl)cc1)c1ccc(Cl)cc1)CN1CCN(c2ccccn2)CC1 (centres undefined)	4	24	-12	6	8	13	8	-3	3	-9	5
c1ccc(COc2ccc(-c3cc4nc(NCCN5CCOCC5)ccn4n3)cc2)cc1	.	44	-36	-46	27	-33	-20	49	2	16	.
CC(C)C(NC(=O)c1ccco1)C(=O)NCC(c1ccco1)N1CCCCC1 (centres undefined)	-7	-2	9	2	-12	-5	-13	-2	-2	-7	-1
Cc1nn(C)cc1/C=N/NC(=O)C1(O)c2ccccc2-c2ccccc21	0	-6	-1	12	-4	-12	-6	-7	7	-3	7
Cc1ccc(CCNS(=O)(=O)c2ccc3c(c2)NC(=O)CCS3)cc1	7	8	5	3	0	-3	5	-17	-7	-11	2
CCN(C)C1CN(Cc2cn(CCCOC)nn2)S(=O)(=O)C1 (centres undefined)	.	-5	.	.	8	.	11	0	-15	-3	.
COc1ccc(NC(=S)Nc2ccc(OC(F)F)cc2)cn1	7	-51	-6	18	3	11	-15	-5	1	10	-3
CCC(C)(C)n1c(=O)[nH]c2c(c1=O)CCC2	-4	4	-6	4	-5	7	3	7	5	7	-4
O=C(NNC(=O)c1ccccc1Br)c1ccncc1	3	-13	4	-19	-19	-37	-3	-2	1	6	0

The list continues.
SMILES	LMP1 NFkB inh	TROY NFkB inh	Vif inh	NCOA3 inh	COUP-TFII inh	SRC1 inh	NR5A2 inv ag	C8 TRAIL sens	NOD2 RIPK2 PPI	SRC2 inh	TLR9-MyD88 inh
Cc1cc(C(C)(C)C)nc2[nH]n(-c3ccccc3)c(=O)c12	0	-2	-6	8	-2	-5	-1	0	-3	-13	-4
COc1ccc(C(C(=O)NCC2CCCO2)N(Cc2ccco2)C(=O)c2snc(C(N)=O)c2N)cc1OC (centres undefined)	-2	-13	-7	-7	-25	14	5	-1	-8	2	-5
CCCc1c(O)nc(SCCN(CCC)CCC)[nH]c1=O	-1	1	-2	-9	5	-23	13	3	-4	7	-6
CC1=NN(C(=O)c2cc(C)nn2C)C(O)(C(F)(F)F)C1 (centres undefined)	9	-2	6	17	4	-10	-2	-2	-2	-4	5
COc1cccc(N2CCN(S(=O)(=O)c3ccc4c(c3)N(C(C)=O)CCO4)CC2)c1	5	10	-9	11	0	-2	23	2	4	19	-56
CC(C)(C)Nc1nc(Cl)nc(NC(C)(C)C)n1	-6	-5	5	6	-30	6	19	-14	2	-15	0
Cn1nc(-c2ccccc2)cc1NC(=O)c1cccs1	10	-6	-10	-6	-10	-4	-6	-20	-3	-6	3
COc1ccc(N2CCN(c3nc4c(c(=O)[nH]c(=O)n4C)n3Cc3cccc(C)c3)CC2)cc1	5	3	3	14	-12	-8	19	5	10	24	7
COc1ccc(CCNC(=O)COC(=O)/C=C/c2ccc(OCC#N)c(OC)c2)cc1	5	-30	-2	6	-14	3	22	-5	-3	-19	2
COc1cc2c(cc1OC)CN(C(=O)c1cc(S(=O)(=O)N3CCCCC3)ccc1Cl)CC2	-1	-16	-27	4	5	-12	-24	2	5	-29	-19
O=C(NCc1cccs1)c1ccc2sc(COCCO)nc2c1	.	-13	4	-19	12	-57	-13	12	-9	8	.
COc1ccc2nc(N(Cc3ccccc3)C(=O)CCNC(C)=O)sc2c1	1	-16	-9	-6	3	-14	-22	-2	-10	-11	-13
O=C(CCCCCN1C(=O)c2cccc([N+](=O)[O-])c2C1=O)NCCc1ccccc1	6	-6	-2	-12	2	12	9	0	-2	-10	3
NC(=O)COC(=O)c1c2c(nc3ccccc13)CCCC2	-1	18	-6	3	2	-8	9	6	-2	2	-11
COc1cc(/C=C/C(=O)OCc2csc(CC(=O)Nc3ccc(C)cc3)n2)ccc1OCC#N	-1	-3	-4	12	7	8	3	9	-12	-2	-1
Cc1cc(N/N=C/c2c[nH]c3ccccc23)c2ccccc2n1	-6	-13	-5	9	12	-31	17	-4	-12	6	-5
CCO[C@@H]1OC(C(=O)NCc2nc3ccccc3[nH]2)=C[C@H](C)[C@H]1CCCO	-4	-5	-1	-6	2	1	15	0	-14	-45	-2
CC(C)CC(=O)NC(=S)Nc1cccc(NC(=O)c2ccccc2)c1	8	17	1	7	5	16	29	-9	7	-19	-17
O=C(NCCCN1CCCC1=O)c1cc(NS(=O)(=O)c2ccc(F)cc2)cc(NS(=O)(=O)c2ccc(F)cc2)c1	-4	4	-1	9	20	6	7	-6	0	14	0
O=C(c1cc2ccccc2cc1O)N1CCN(c2ccccc2O)CC1	-2	7	4	-19	-12	-10	9	9	-6	-5	10
Cc1ccc2[nH]c(=O)c(CN(Cc3cccs3)Cc3nnnn3Cc3ccccc3)cc2c1	-13	-2	8	12	13	-10	-8	-20	-2	-15	6
COC(=O)CCc1c(C)c(C(=O)c2cc(F)c(F)c(F)c2F)c2ccccn12	1	4	9	11	-5	2	-4	-7	0	-10	-9
Cn1ncc([N+](=O)[O-])c1C(=O)N1CCCCCC1	3	-5	1	-10	-13	-2	-9	-14	-8	0	-12
COc1ccc(/C=N\NC(=O)c2sc(N)nc2C)cc1OC	-7	-15	.	-22	-25	-13	-14	-3	-10	-54	6
Cc1ccc(C)c(NC(=O)CSc2sc3c(O)cc(=O)[nH]c3c2C#N)c1	-4	4	-4	-24	3	-9	-17	-8	-1	6	2
CCOC(=O)c1c2c3c(cccc3n(C)c1=O)C(=O)c1ccccc1-2	20	6	-1	-9	-18	3	-3	-15	7	-26	-6
CC(C)CN1CCN(Cc2nc(C(C)C)cs2)CC1CCO (centres undefined)	7	-9	-2	14	24	-3	13	-8	5	8	4
